Jurkat viability: cytotoxic compounds reducing Jurkat cell viability | hit rate 1.2% among 56,000 | AID 463 | Jurkat E6.1 viability, ATP luminescence, 48 h | inhibition, % at 4 µM;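 active = inhibition above the mean inhibition of all tested compounds plus 3 SD, cut at about 28% in these data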
Cdc25B block: human M-phase inducer phosphatase 2 inhibition | P30305 | recombinant Cdc25B, OMFP fluorescence Ex485/Em525 | inhibition, %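 (compounds tested at 10 µM final in the well)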 | hit rate 0.1% among 65,000; in the data active = inhibition above about 50%
Target sequence (P30305 whole entry, looked up): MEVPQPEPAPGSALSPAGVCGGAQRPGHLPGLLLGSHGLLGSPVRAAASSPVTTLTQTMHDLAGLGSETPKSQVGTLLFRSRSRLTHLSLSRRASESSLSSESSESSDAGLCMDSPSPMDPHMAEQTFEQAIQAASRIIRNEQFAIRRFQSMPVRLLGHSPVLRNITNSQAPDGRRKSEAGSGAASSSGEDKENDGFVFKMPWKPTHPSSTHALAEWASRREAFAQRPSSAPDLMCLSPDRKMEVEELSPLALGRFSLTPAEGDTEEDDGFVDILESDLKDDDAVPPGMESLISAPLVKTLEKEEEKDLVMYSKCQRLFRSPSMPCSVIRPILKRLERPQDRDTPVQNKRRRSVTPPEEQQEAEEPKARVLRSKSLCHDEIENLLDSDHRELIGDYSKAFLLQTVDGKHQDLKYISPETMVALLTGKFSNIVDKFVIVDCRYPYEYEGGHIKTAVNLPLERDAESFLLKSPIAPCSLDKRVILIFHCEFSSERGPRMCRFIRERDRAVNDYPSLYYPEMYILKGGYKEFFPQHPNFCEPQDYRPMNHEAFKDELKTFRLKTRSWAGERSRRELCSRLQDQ
PKA kinase inh: PKA (human) kinase inhibition; P17612; PKA Kemptide phosphorylation, Kinase-Glo ATP luminescence; inhibition, % at 6 µM; hit rate 0.1% among 65,000;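 active = inhibition above the screen-wide mean inhibition plus 3 SD, cut at about 21% in these data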; note: many of its hits are not listed in these tables
TNAP act mid DEA: activates human TNAP at intermediate phosphate acceptor concentration; P05186; purified TNAP, CDP-star luminescence, 100 mM DEA, 30 min; stronger effect = higher value; scale: 0 levamisole-inhibited, 1 vehicle-only enzyme; activation factor at 20 µM; 64,000 tested, under 10 active; AID 813;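 active = activation factor of at least 2 at 20 µM, relative to controls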
JNK3 inh: JNK3 (human) kinase inhibition; inhibition, % at 8 µM; purified JNK3 kinase activity, HTS; AID 746; hit rate 0.61% among 60,000; in the data active = inhibition above about 17%;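 note: 0% = DMSO and 100% = reference inhibitor; many of its hits are not listed in these tables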
Target sequence (P53779 whole entry, looked up): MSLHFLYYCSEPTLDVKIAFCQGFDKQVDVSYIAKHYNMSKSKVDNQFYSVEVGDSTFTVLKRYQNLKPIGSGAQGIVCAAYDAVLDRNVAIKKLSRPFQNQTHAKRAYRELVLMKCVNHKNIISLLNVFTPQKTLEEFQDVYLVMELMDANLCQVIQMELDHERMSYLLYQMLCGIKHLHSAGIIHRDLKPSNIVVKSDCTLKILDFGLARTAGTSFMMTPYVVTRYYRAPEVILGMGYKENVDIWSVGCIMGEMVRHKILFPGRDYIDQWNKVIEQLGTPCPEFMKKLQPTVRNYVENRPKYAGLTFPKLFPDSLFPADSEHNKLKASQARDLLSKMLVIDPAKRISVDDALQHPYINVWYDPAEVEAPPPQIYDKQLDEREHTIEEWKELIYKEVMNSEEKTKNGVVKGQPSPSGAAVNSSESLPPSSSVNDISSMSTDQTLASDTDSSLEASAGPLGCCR
ROCK2 inh: ROCK2 (human) kinase inhibition; O75116; purified ROCK2, Kinase-Glo ATP depletion luminescence; inhibition, % at 6 µM; hit rate 0.35% among 60,000; AID 604;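 active = inhibition above the screen-wide mean inhibition plus 3 SD, cut at about 18% in these data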;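 note: plate controls were DMSO wells for no effect and Y-27632 control wells after no-enzyme background subtraction for full effect; many of its hits are not listed in these tables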
DUSP1 inh: inhibitors of human MKP-1 phosphatase | P28562 | recombinant MKP-1, OMFP hydrolysis fluorescence | inhibition, %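 (compounds tested at a single concentration somewhere between 10 and 100 µM)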 | hit rate 0.15% among 65,000 | AID 374;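 active = inhibition above about 50%, limit read from the data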;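 note: 0% = DMSO max control wells and 100% = wells with enzyme stopped by NaOH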
HEK293 NFkB inh: inhibitors of the PMA/ionomycin-induced NF-kB reporter in HEK293 cells; HEK-293 NF-kB luciferase reporter, luminescence; inhibition, % at 3 µM; hit rate 0.21% among 62,000; AID 465;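 active = inhibition above the mean of all tested compounds plus 3 SD, cut at about 40% in these data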;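 note: 0% = stimulated DMSO wells and 100% = 10 µM reference inhibitor 5653914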
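Signal: luciferase luminescence; Material: HEK-293 cells with stable firefly luciferase reporter driven by four HIV NF-kB elements; Probe or stimulus: PMA with ionomycin; Replication: tested once; Times: 1 h compound pretreatment, then 16 h stimulation at 37 °C, 5% CO2; Benchmarks: DMSO and 10 µM reference inhibitor; Evaluation: per-plate % inhibition versus controls.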
MMP13 inh: MMP13 (human) collagenase inhibition | hit rate 0.07% among 65,000 | MMP-13 fTHP FRET cleavage, Mca fluorescence | P45452 | inhibition, % at 4 µM;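 active = inhibition above the mean of compound-free control plate wells plus 3 SD, cut at about 14% in these data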;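 note: 0% = DMSO wells and 100% = wells with reference MMP-13 inhibitor after basal subtraction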
The depositor's hits bear a star; . = not tested or not shown; [ ] = dose if it differs, or a comment. An unsorted share of the library. About 1.9% of those tested had a hit in this group.

SMILES,PKA kinase inh,ROCK2 inh,JNK3 inh,DUSP1 inh,TNAP act mid DEA,HEK293 NFkB inh,Cdc25B block,Jurkat viability,MMP13 inh
COc1ccc(CCNC(=O)c2cc3sccc3n2C)cc1OC,2,-1,5,7,1,26,5,0,1
Cc1ccccc1CSc1nnc(Cn2c(=O)sc3ccccc32)n1C,5,5,1,-6,1,5,-21,1,4
CO/C=C/C#CC1(O)CCN(C)CC1,6,0,-1,-16,0.9,3,-30,0,6
COC(=O)c1ccc(C)c(NC(=O)Cc2coc3cc(OC)ccc23)c1,6,3,-7,8,1,13,-14,-2,3
COCCn1c(N2CCN(c3ccc(OC)cc3)CC2)nc2c1c(=O)[nH]c(=O)n2C,6,2,-3,22,0.9,14,6,-1,0
Cc1ccc(NC(=O)Cn2cnc3c(cnn3C(C)(C)C)c2=O)cc1,7,2,3,1,1,-5,-14,-4,-2
CCOC(=O)N1CCN(C(=O)Nc2ccc3nc(-c4ccccn4)c(-c4ccccn4)nc3c2)CC1,2,.,.,.,1,16,.,.,-51
Cc1ccc(S(=O)(=O)Cc2ccc(C(=O)N3CCN(c4ccc(F)cc4)CC3)o2)cc1,0,3,1,14,0.9,1,-10,21,4
Cc1ccsc1C1CC(=O)NC2=C1C(=O)CC(C)(C)C2 (configuration not stated),0,7,3,2,0.9,6,-4,-6,-5
O=C(NCCN1CCOCC1)c1cc2n(n1)C(C(F)(F)F)CC(c1ccc(F)cc1)N2 (configuration not stated),10,11,10,-13,1,.,-9,.,-5
COC(=O)c1ccccc1NC(=O)CSc1n[nH]c(CC(C)C)n1,-2,-5,5,-13,0.9,10,-1,10,0
Cc1c(Cl)ccc2c1NC(=O)C21NC(CCC(N)=O)[C@H]2C(=O)N(c3ccc(Cl)cc3)C(=O)[C@H]21 (some centres not stated),5,1,0,3,0.9,-2,-1,-1,-7
Cc1csc(SCc2nc3sc4c(c3c(=O)[nH]2)CCC4)n1,3,6,1,-1,0.9,2,0,-7,-2
O=C(c1ccc(Cl)cc1)c1nnc(-c2ccncc2)o1,0,.,.,9,0.9,6,-7,.,0
O=C(O)CCc1ccc(-c2ccccc2)n1CC1CCCO1 (configuration not stated),-1,-2,5,17,1,-1,0,1,-72[fluorescence artefact?]
Cc1cccc2nc(CSc3nnnn3-c3ccccc3)cn12,10,6,9,-14,0.9,8,8,-7,-4
O=C(NCCN1CCOCC1)N1CCOCC1,2,1,5,1,0.9,5,-3,3,-48
O=C(Nc1c(F)c(F)c(F)c(F)c1F)NC1CCCCC1,-3,-1,-4,-9,1,4,-11,6,2
CC1(C)Cc2c(C#N)c(N3CCCC3)nc(-c3ccco3)c2CO1,-7,0,-1,1,1,2,8,-10,-17
CCOC(=O)Cn1c(=N)n(CCOc2cccc(C)c2)c2ccccc21,7,5,-4,-2,0.9,6,-16,5,2
O=C1CC(c2cccc(F)c2)C2=C(CCCC2=O)N1 (configuration not stated),0,0,4,9,0.9,4,0,-2,0
COc1ccc(-c2nc(NC(=O)CSc3nnc(C)s3)ns2)cc1,19,15,0,-17,0.9,4,-16,-4,-41
O=C(C1CC1c1ccccc1)N1CCN(c2cccc(Cl)c2)CC1 (configuration not stated),11,6,-1,6,0.9,14,-9,-4,1
Cc1cnc(C(=O)Nc2ccc(N3CCN(C(=O)OC(C)(C)C)CC3)cc2)cn1,3,4,2,14,0.9,22,-15,2,-4
CSC1=NCCN1C(=O)c1c(F)cccc1Cl,8,6,-2,0,0.9,13,-17,-3,-5
O=C(c1coc(=O)c2ccccc12)N1CCN(Cc2ccccc2)CC1,5,2,-1,4,0.9,9,-2,8,4
CCN(CC)S(=O)(=O)c1ccc(-c2nnc(SCC(=O)Nc3ccc4c(c3)OCO4)o2)cc1,3,1,-1,21,1,15,-10,4,3
O=C(c1cn(-c2ccccc2)nc1-c1ccncc1)N1CCCCC1,2,3,5,3,0.9,2,11,-4,-29
CCOC(=O)Cc1[nH]nc2c1C(C1C=CCCC1)C(C#N)=C(N)O2 (configuration not stated),-4,2,-4,30,0.9,4,-3,1,-4
COc1ccc(C(=O)Nc2nc(C)c(C(=O)N(C)C)s2)cc1OC,1,-5,-2,-2,0.9,-1,-3,5,7
O=C(Nc1cccc(Cl)c1)N1CCN(Cc2ccccc2)CC1,3,0,8,-5,0.8,-4,-10,1,6
c1cncc(-c2nc3cc(Cc4ccc5oc(-c6cccnc6)nc5c4)ccc3o2)c1,10,4,-3,-9,0.9,29,3,-10,2
COc1cc(-c2nnc3sc(-c4ccncc4)nn23)cc(OC)c1OC,6,7,9,-20,0.9,-5,3,-2,2
CC(C)n1c(-c2ccco2)csc1=Nc1cccnc1,6,2,4,-7,0.9,6,-11,12,2
COc1cc(OC)cc(C(=O)NCc2cccnc2)c1,3,-3,6,-2,0.9,4,-8,2,4
Cc1ccc(S(=O)(=O)NCc2ccncc2)cc1,9,6,4,-5,0.9,18,-6,76*,0
Cc1nccn1CC(O)COC1CCCCC1 (configuration not stated),5,5,-2,-7,1,15,-10,-2,-6
CC(=O)c1cc2c(cc1NS(=O)(=O)c1ccc3c(c1)OCCO3)OCO2,3,0,0,-12,0.9,19,4,-5,-1
CCN1CCN(CC(=O)Nc2cccc(C)c2C)C(=O)C1=O,-10,0,2,7,0.9,9,-4,4,1
COc1cccc(C2C(C#N)=C(N)Oc3cc(C)n(Cc4ccccn4)c(=O)c32)c1OC (configuration not stated),6,6,-6,9,0.9,12,10,-2,0
CC(C)c1[nH]nc2c1C(c1cccnc1)C(C#N)=C(N)O2 (configuration not stated),9,5,-3,26,1,22,-5,0,-1
CC(C)n1c(N2CCN(C(=O)N3CCCCC3)CC2)nc2ccccc21,8,3,8,4,0.9,11,10,-4,4
c1ccc(Cc2nnc3n2CCCCC3)cc1,1,-10,-3,-2,0.9,.,-5,.,-1
CCc1cc2c(=O)n(C(C)C(=O)OC3CCCCC3)cnc2s1 (configuration not stated),-3,-2,-7,4,0.9,-5,-6,4,2
COc1ccc(-c2nnn(CC(=O)OC3CCCCC3)n2)cc1OC,5,-2,-3,-5,0.9,-9,1,6,-1
O=C(CSc1nc2ccccc2[nH]1)NCCCn1ccnc1,-1,1,-11,0,1,10,7,4,-1
CN(C)c1cccc(C(=O)Nc2cccc(F)c2)c1,8,5,-11,18,0.9,-23,0,0,1
Cn1c(N)c(C#N)c(C#N)c1-c1ccccc1,3,-6,6,-10,0.9,.,-2,.,-12
Cc1c(N2C(=O)C(C)SC23C(=O)Nc2ccccc23)c(=O)n(-c2ccccc2)n1C (configuration not stated),9,8,4,0,0.9,14,-1,-4,2
Cc1nnc(NC(=O)c2ccco2)s1,9,-2,-1,-6,0.9,0,-10,-7,0
CCn1c(N)c(C(=O)NC2CCCCC2)sc1=S,2,5,-1,-3,.,16,-7,-7,-1
O=C(Nc1ccc(F)c(F)c1)c1ccc2c(c1)OCO2,9,6,9,-4,1,-32,-10,2,-3
COc1ccccc1C(=O)NCCn1cc(SCC(=O)Nc2nnc(C)s2)c2ccccc21,12,6,3,10,0.9,7,-8,2,0
COc1ccc(CCN2C(=O)C3C4C=CC(C4)C3C2=O)cc1OC (configuration not stated),7,7,8,-8,0.9,14,-26,0,3
COc1ccc(CNC(=O)CN(CC2CCCO2)C(=O)CNS(=O)(=O)c2ccccc2)cc1 (configuration not stated),13,6,-2,26,0.9,10,-14,-3,-6
COC(=O)CSc1nnc(-c2cnccn2)n1C,13,4,3,11,0.9,12,3,0,-2

Limited to Cdc25B block, for some of the entries so far:
smiles | Cdc25B block
CCN(CC)S(=O)(=O)c1ccc(-c2nnc(SCC(=O)Nc3ccc4c(c3)OCO4)o2)cc1 | -10
O=C(c1ccc(Cl)cc1)c1nnc(-c2ccncc2)o1 | -7

Next section.
SMILES,PKA kinase inh,ROCK2 inh,JNK3 inh,DUSP1 inh,TNAP act mid DEA,HEK293 NFkB inh,Cdc25B block,Jurkat viability,MMP13 inh
COc1cccc(CN2CCNC(=O)C2CC(=O)O)c1OC (configuration not stated),5,2,-9,-11,0.9,3,-19,-4,1
CCc1c(O)nc(SCC(=O)Nc2ccccc2)n(-c2ccccc2)c1=O,3,4,-4,-5,0.9,6,6,-2,-3
COc1ccc(C2C(C(=O)Nc3cccc(C)n3)CCC(=O)N2c2ccc(OC)cc2)cc1 (configuration not stated),3,0,0,34,0.8,11,7,-2,-3
O=C(Cc1n[nH]c(=O)c2ccccc12)OCC(=O)c1ccc2c(c1)OCCO2,11,-5,1,18,0.9,16,-15,91*,-2
O=C(CN(Cc1ccco1)C(=O)CCC(=O)Nc1ccccn1)NCCc1ccccc1,6,-4,-5,4,0.9,1,-6,-1,0
O=C(Nc1ccc(Br)cc1)N1CCCCCCC1,5,2,0,-1,1,5,16,-7,2
c1csc(CSc2nc3ccccc3s2)c1,-5,1,2,-1,0.9,12,3,-1,2
Cc1ccc(-c2nn(C)c(=O)c3ccccc23)cc1S(=O)(=O)N1CCOCC1,2,8,-2,-2,0.9,14,-10,-4,-2
Cc1cc(N2C(=O)C(=O)/C(=C(/O)c3ccccc3)C2c2cccc(Br)c2)no1 (configuration not stated),4,2,11,-19,1,.,1,.,2
CCn1c(SCC(=O)Nc2ccccc2F)nc2c(c1=O)SC(C)C2 (configuration not stated),7,1,4,2,0.9,11,-16,-2,2
CCc1c(C)nc2ncnn2c1N1CCC(C(=O)Nc2cccc(C(C)=O)c2)CC1,2,0,3,1,1,-9,-15,-2,0
CCCC(=O)NCCCc1nc2ccccc2n1CC,1,-3,-1,5,0.9,-6,-40,-4,4
CC(CCC(=O)Nc1nncs1)C(=O)O (configuration not stated),13,7,-2,-2,0.9,9,-10,-2,-3
Cc1ccc(-c2nnn(CC(=O)Nc3cccc4c3CCCC4)n2)o1,-2,2,0,-2,0.9,13,-3,4,2
O=C(CSc1nc2ccc(S(=O)(=O)N3CCOCC3)cc2[nH]1)N1CCOCC1,2,.,.,-25,1,2,-7,.,2
CC(C)(C)c1ccccc1OCCN1CCCC1,8,5,-4,5,0.9,3,3,-6,1
CC(C)CSc1nc2c(c(=O)[nH]c(=O)n2C)n1CC(O)COc1cccc2ccccc12 (configuration not stated),9,4,-1,30,1,2,10,-8,-2
COCCN(CC(=O)NCc1ccc(OC)cc1)C(=O)CCC(=O)Nc1nccs1,3,7,8,-23,1,8,-11,-10,1
CCOC(=O)c1c(NC(=O)c2nn(CC)cc2Br)sc2c1CCCCC2,-3,-10,-2,-6,1,12,-11,11,-2
COc1ccc(/C(O)=C2/C(=O)C(=O)N(CCN(C)C)C2c2ccccn2)cc1OC (configuration not stated),0,0,-1,-8,0.8,.,16,.,-1
O=C(NC1(C(F)(F)F)NC(=O)N(Cc2ccco2)C1=O)c1cccnc1 (configuration not stated),-2,0,-4,-4,0.8,14,8,0,0
Cc1nnc(SCCn2c(N3CCCC(C)C3)nc3c2c(=O)n(C)c(=O)n3C)s1 (configuration not stated),3,2,11,-3,0.9,14,-10,-5,-2
CCN(CC)Cc1cc2ccccc2c2c1COC2,5,.,.,-20,1,11,-8,.,3

Compound activity deposited in PubChem by several laboratories.
